KB-3-1 tox = kills parental KB-3-1 adenocarcinoma cells; KB-3-1 viability, CellTiter-Glo ATP luminescence, 72 h; hit rate 1.4% among 400,000; Potency, µM (doses to about 46.1 µM), without a hit: at the highest dose activity change, negative = cytotoxic, most hits filed as cytotoxic; further: potency means the concentration at half of the fitted maximal effect; on the % scale 0 is the no-effect control and ±100 the full control effect; nearly all actives have a fitted effect of over 60% in size
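Cytotoxicity in the drug-sensitive parental line KB-3-1 was scored as loss of CellTiter-Glo luminescence following 72 h incubation with compound. Values come from curve fitting of normalized concentration-response data.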
KB-V1 MDR tox = kills drug-selected multidrug resistant KB-V1 cells. KB-V1 MDR cells viability, CellTiter-Glo, 72 h. Potency, µM (highest dose often 46.1 µM), for the others: top-dose activity change, negative = cytotoxicity, most hits filed as cytotoxic. hit rate 3.4% among 400,000. AID 1347076; further: potency means the concentration at half of the fitted maximal effect; on the % scale 0 is the no-effect control and ±100 the full control effect; nearly all actives have a fitted effect of over 60% in size
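Potencies derive from concentration-effect curves fitted to normalized luminescence (CellTiter-Glo) of KB-V1 cells treated for 72 h at 37 degrees C in phenol-red-free DMEM containing 10% FBS.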
ATXN2 expr inh = reduces ATXN2 reporter expression in HEK-293 cells; HEK-293 ATXN2-luciferase reporter, luminescence, 24 h; Potency, µM (doses to about 57 µM), inactives show top-dose activity change, negative = inhibition, usual class: inhibitors; hit rate 0.72% among 360,000; further: potency means the concentration at half of the fitted maximal effect; on the % scale 0 is the no-effect control and ±100 the full control effect; nearly all actives have a fitted effect of over 55% in size
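qHTS (up to 57 uM final) was run with 24 h compound exposure of reporter cells at 37 °C. Each well was multiplexed: SteadyGlo luminescence measured ATXN2-luciferase expression after a fluorogenic Gly-Phe-AFC viability readout (25 uM final).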
HT1080-NT tox = kills 2HG-producing HT-1080-NT fibrosarcoma cells | hit rate 1.6% among 360,000 | Potency, µM (titrated, usually from 46.1 µM), without a hit: at the top dose activity, negative = less viability, usual class: cytotoxic | HT-1080-NT fibrosarcoma viability, CellTiter-Glo ATP luminescence, 48 h;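 further: NT is the 2HG producing partner of a matched IDH1 knockdown line; potency means the concentration at half of the fitted maximal effect; 0% = DMSO-treated cells and -100% = media-only wells without cells; nearly all actives have a fitted effect of over 55% in size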
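HT-1080-NT fibrosarcoma cells (2HG-overproducing), 750 cells/well in RPMI with 5% FBS, dosed after 2 h and incubated 48 h at 37C. CellTiter-Glo luminescence normalized to DMSO and no-cell wells; concentration-response curves fitted and classed.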
MCF10A rerep = DNA re-replication induction in MCF 10a cells; MCF 10A DNA re-replication, Hoechst nuclear intensity, 48 h; Potency, µM (series often up to 46.1 µM), for the others: at the highest dose activity, positive = re-replication, actives largely listed as activators; hit rate 2.9% among 350,000; AID 624296; further: potency means the concentration at half of the fitted maximal effect; % of control where 0% means no effect; nearly all actives have a fitted effect of over 50% in size
SW480 rereplic = inducers of DNA re-replication in SW480 colon cancer cells | SW480 DNA re-replication, Hoechst DNA content imaging, 48 h | Potency, µM (doses to about 46.1 µM), inactives show at the highest dose re-replication activation, usual class: activators | hit rate 1.8% among 340,000 | AID 624297; further: potency means the concentration at half of the fitted maximal effect; % of control where 0% means no effect; nearly all actives have a fitted effect of over 55% in size
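Per well, 250 cells were exposed to pinned compound for 48 hr. Nuclear DNA was visualised with Hoechst (40 min, 37 C) and total object intensity recorded by fluorescence scanning.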
S2 tox = cell viability loss in ATXN counter-screen; S2 cells (HEK-293 line with an ATXN2-luciferase reporter) viability, CellTiter-Fluor protease fluorescence, 24 h; Potency, µM (doses to about 56.7 µM), usual class: cytotoxic; hit rate 0.49% among 400,000; further: potency means the concentration at half of the fitted maximal effect; nearly all actives have a fitted effect of over 40% in size
IL-1B inflam inh = blocks inflammasome-driven IL-1 beta release; hit rate 4.7% among 360,000; THP-1 LPS/ATP IL-1B secretion, AlphaLISA, 16 h; stronger effect = lower value; activity change, % at 57.5 µM; in the data active means activity change below about -50%; inconclusive means mostly about -30% to -49%; further: on the % scale 0 is the no-effect control and ±100 the full control effect
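THP-1 cells pretreated 1 hr with compounds (up to 57.5 uM final), then stimulated with LPS (250 ng/mL final) plus ATP (1.25 mM final); secreted IL-1B measured by AlphaLISA after 16 hr, decreased signal indicating inhibition.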
HT1080 IDH1KD tx = kills HT-1080 cells with IDH1 knockdown; HT-1080 IDH1 knockdown viability, ATP luminescence, 48 h; Potency, µM (doses to about 46.1 µM), for the others: at the top dose activity, negative = toxicity, hits mostly cytotoxic; hit rate 2% among 360,000;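 further: potency means the concentration at half of the fitted maximal effect; 0% = DMSO wells and -100% = cell-free medium wells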
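Using the IDH1-knockdown HT-1080 line run in the same batch and compound series as the NT line, viability after 48 h at 37 °C was determined by CellTiter-Glo luminescence and expressed as % activity.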
The depositor's hits bear a star; i = inactive; ? = inconclusive; / = not tested or not shown; [ ] = dose if it differs, or a comment. Unless noted, the call rests on the fitted dose curve; in most records, active means well fitted curve in the direction sought with a large enough effect; inconclusive means small, poorly fitted or top-dose-only effect, or another doubt; inactive means no such curve, though single readings can be large; an effect the other way counts as inactive or inconclusive.

cpd | structure | IL-1B inflam inh | KB-3-1 tox | S2 tox | ATXN2 expr inh | KB-V1 MDR tox | HT1080-NT tox | MCF10A rerep | HT1080 IDH1KD tx | SW480 rereplic
1 | Cc1nc2ncnn2c(Nc2ccc3c(c2)OCO3)c1Cc1ccccc1 | -3 | ? | i | 3% | 16µM* | 5% | 21% | -23% | 17%
2 | COc1ccccc1CCC(=O)N1CCN(S(=O)(=O)c2cc(C(F)(F)F)ccc2Cl)CC1 | 2 | -1% | i | / | -8% | -2% | 1% | 4% | 0%
3 | Cc1cc(N2CCOCC2)ccc1/C=C1\NC(=O)N(CC(=O)Nc2ccccc2C)C1=O | -2 | -1% | i | -2% | 0% | -3% | 3% | 6% | 0%
4 | COc1ccccc1CNC(=O)C(NS(=O)(=O)c1cccs1)C(C)C (stereo not drawn) | / | -2% | i | -6% | ? | / | / | / | /
5 | CSCCC(C(=O)Nc1c(C)cccc1C)n1c(-c2ccc(C(F)(F)F)cc2)nc2ccccc21 (stereo not drawn) | 40 | -12% | / | / | -32% | -3% | / | -16% | /
6 | CCOC(=O)N1CCC(NC(=O)c2cc3c(-c4ccc(Cl)cc4)nn(C)c3s2)CC1 | 15 | 16% | i | -1% | 0% | 0% | 1% | 3% | 1%
7 | COc1ccc(C2C=C(c3ccccc3)Nc3nc(NC(=O)/C=C/c4ccc(F)cc4)nn32)cc1 (stereo not drawn) | / | -4% | i | 1% | 9% | / | / | / | /
8 | CCOc1ccc(-c2nc(-c3ccccc3)no2)cc1OCC | -3 | 1% | i | 32%[activator] | -7% | 6% | 7% | 4% | 2%
9 | O=C(NCc1ccc(N2CCCC2=O)cc1)c1cn(CCc2ccccc2)nn1 | 21 | 6% | i | -6% | -23% | 11% | 1% | 6% | -3%
10 | COc1ccc(-c2noc(CCC(=O)NCC3CCCO3)n2)cc1OC (stereo not drawn) | 3 | 8% | i | 12% | 1% | 1% | -6% | 7% | -3%
11 | CCCCCCCC1(C)NC(=O)NC1=O (stereo not drawn) | 37 | 4% | i | 0% | 13% | 13% | -16% | 8% | -2%
12 | CC(C)(C)OC(=O)C[C@@H]1C/C=C\C[C@@H](CC(=O)N[C@H](CO)Cc2ccccc2)C(=O)NC[C@@H](c2ccccc2)OC1=O | -16 | 0% | i | 2% | 0% | -5% | 0% | -8% | 1%
13 | Cc1ccc(CNC(=O)c2ccc(NS(=O)(=O)c3c(C)noc3C)cc2)cc1 | -3 | 9% | i | -11% | 14% | -4% | 4% | -6% | -6%
14 | CCN(CC)C(=O)Cn1c(=O)n(CCCC(=O)NCc2ccccc2)c(=O)c2sccc21 | -15 | 1% | i | / | -9% | 1% | -1% | 4% | 1%
15 | COc1ccc(/C=N/N2CCOCC2)cc1COc1ccc(Cl)cc1 | 12 | -5% | i | -10% | -15% | -3% | ? | -29% | ?
16 | CC(c1cccs1)N(C(=O)Nc1ccccc1)C1CCCCC1 (stereo not drawn) | 1 | 0% | i | 0% | -21% | 15% | -1% | 15% | 6%
17 | O=C(NCCN1CCN(c2ccccc2F)CC1)c1cccn2c(=O)c3ccccc3nc12 | 8 | -19% | i | 5% | ? | 8% | 5.2µM* | 6% | 12%
18 | Cc1ccc2c(c1)c1c(c(=O)n(-c3ccccc3C)c(=O)n1Cc1ccccc1F)n2C | / | -20% | i | 67%[activator] | -13% | / | / | / | /
19 | O=C(Nc1ccc(NC(=S)NC(=O)c2cccs2)cc1)c1ccco1 | -7 | -3% | i | -6% | -1% | ? | -1% | -27% | -4%
20 | Cc1ccc(NC(=O)CCCN2C(=O)C(c3ccccc3)Oc3cccnc32)c(C)c1 (stereo not drawn) | -6 | -16% | ? | / | -21% | 19% | / | 8% | /
21 | CCOC(=O)C1(C)CCCCCN1C(=O)c1ccc(OC)c(C(F)(F)F)c1 (stereo not drawn) | -6 | 0% | ? | 1% | -5% | 5% | / | 0% | /
22 | O=C(CCl)c1ccc2c(c1)CCN2C(=O)C1CCCCC1 | -103* | ? | ? | 8%[11.3 µM] | 9% | 23µM* | ? | ? | ?
23 | O=C(CN1CCCCC1)Nc1ccc(S(=O)(=O)N2CCOCC2)cc1 | 6 | 17% | i | -4% | 2% | 5% | 1% | 27% | 0%
24 | CCC(=O)Nc1ccc(S(=O)(=O)NCCc2ccccc2)cc1 | 13 | -2% | i | -1% | ? | 4% | 4% | 0% | 0%
25 | Cn1cc([N+](=O)[O-])c(C(=O)Nc2ccc(-c3nc4ccccc4o3)cc2)n1 | -86* | 18µM* | i | / | 12µM* | ? | 3.7µM* | ? | ?
26 | CCNc1nc(NC(C)C)nc(N(n2cnnc2)S(=O)(=O)c2ccc(C)cc2)n1 | 0 | 0% | i | -6% | -20% | 0% | 13% | -4% | /
27 | O=C1c2ccccc2NC(c2ccco2)N1/N=C/c1ccco1 (stereo not drawn) | 0 | 0% | i | 8% | 6% | -2% | 4% | -3% | -8%
28 | CC(=O)Nc1ccc2nc(SCC(=O)N3CCOCC3)sc2c1 | 11 | -7% | i | -3% | -7% | 1% | 0% | 2% | -7%
29 | O=C(c1ccccc1F)N1CCN(c2ccccc2F)CC1 | -13 | -1% | i | -1% | 4% | 18% | 6% | 12% | -6%
30 | Cc1ccccc1-n1c(O)c(/C=N/N2CCCCC2c2cccnc2)c(=O)[nH]c1=O (stereo not drawn) | 8 | -1% | i | -9% | 14% | -1% | ? | 1% | -1%
31 | Cc1cc(C)cc(NC(=S)N2CCC(NC(=O)c3ccccc3C)CC2)c1 | -5 | 9% | i | -8% | -16% | 0% | 7% | 0% | -5%
32 | COc1ccc(-c2cc(C(=O)Nc3cc(C)on3)no2)cc1OC | 0 | 2% | i | / | 11% | 0% | -3% | 0% | 1%
33 | CSCC[C@H](NC(=O)OC(C)(C)C)C(=O)N/N=C/c1ccc2nccnc2c1 | 19 | -3% | i | -27% | -5% | -21% | 1% | -16% | -10%
34 | Cc1cc(C)cc(OCCCn2ccnc2)c1 | 22 | 4% | i | 3% | 14% | 0% | -1% | 0% | 3%
35 | CS(=O)(=O)N1CCCC(C(=O)Nc2ccccc2C(F)(F)F)C1 (stereo not drawn) | 8 | 5% | i | -13% | 19% | ? | -3% | 15% | -13%[9.22 µM]
36 | S=C(Nc1cccc2ccccc12)NN1CCCCCC1 | 32 | ? | i | 23% | ? | -6% | 2% | -15% | -4%
37 | C=CCn1c(SCC(=O)NC(=O)Cc2ccccc2)nc2ccccc2c1=O | 14 | 4% | i | 2% | 0% | 1%[9.24 µM] | 4% | -1% | ?
38 | O=C1COc2ccc(C(=O)COC(=O)c3ccc(F)cc3Cl)cc2N1 | 0 | 2% | i | -2% | 6% | 14% | 2% | 19% | -4%
39 | Cc1ccc(C(=O)NNC(=O)CSc2nnc3c(n2)[nH]c2ccc(C)cc23)cc1 | 31 | -6% | ? | ? | -8% | -1% | -5% | 18% | 2%
40 | COc1ccc(CN2CCN(C(=O)c3ccc(CNS(=O)(=O)c4ccc(C)cc4)cc3)CC2)c(OC)c1OC | 4 | ? | i | / | -4% | -14% | -5% | -7% | -5%
41 | Cc1ccc(S(=O)(=O)CCc2nc3ccccc3s2)cc1 | 4 | 2% | i | 2% | ? | 0% | -1% | 2% | 1%
42 | O=C(CCC1CCCCC1)Nc1cc(C(F)(F)F)ccc1N1CCOCC1 | -9 | 0% | i | 1% | ? | -2% | 5% | 1% | -8%
43 | CCOC(=O)c1sc(NC(=O)c2ccc3ncsc3c2)nc1C | -19 | 6% | i | 27% | 19% | -25% | 24% | ? | -5%
44 | CC(=O)Nc1c(NC(C)C)c2ccccc2oc1=O | -13 | -8% | i | 81%[activator] | 13% | 1% | 5% | -3% | 4%
45 | O=C(NC(c1cccnc1)C(F)(F)F)c1cc(COc2ccc3c(c2)CCCC3)on1 (stereo not drawn) | ? | 21µM* | ? | -17% | ? | -16% | ? | -23% | ?
46 | CCOc1ccc(/C(O)=C2\C(=O)C(=O)N(c3cc(C)on3)C2c2ccccc2OC)cc1 (stereo not drawn) | 28 | 18% | i | 12% | ? | 6% | 18% | 12% | -4%
47 | COC(=O)c1ccccc1S(=O)(=O)N(Cc1cc2ccc(OC)cc2[nH]c1=O)CC1CCCO1 (stereo not drawn) | 0 | 4% | i | -2% | 15µM* | -2% | 6% | -3% | 7%

Filtered by structure: those above containing a CF3 group (six)
cpd | structure | IL-1B inflam inh | KB-3-1 tox | S2 tox | ATXN2 expr inh | KB-V1 MDR tox | HT1080-NT tox | MCF10A rerep | HT1080 IDH1KD tx | SW480 rereplic
2 | COc1ccccc1CCC(=O)N1CCN(S(=O)(=O)c2cc(C(F)(F)F)ccc2Cl)CC1 | 2 | -1% | i | / | -8% | -2% | 1% | 4% | 0%
5 | CSCCC(C(=O)Nc1c(C)cccc1C)n1c(-c2ccc(C(F)(F)F)cc2)nc2ccccc21 (stereo not drawn) | 40 | -12% | / | / | -32% | -3% | / | -16% | /
21 | CCOC(=O)C1(C)CCCCCN1C(=O)c1ccc(OC)c(C(F)(F)F)c1 (stereo not drawn) | -6 | 0% | ? | 1% | -5% | 5% | / | 0% | /
35 | CS(=O)(=O)N1CCCC(C(=O)Nc2ccccc2C(F)(F)F)C1 (stereo not drawn) | 8 | 5% | i | -13% | 19% | ? | -3% | 15% | -13%[9.22 µM]
42 | O=C(CCC1CCCCC1)Nc1cc(C(F)(F)F)ccc1N1CCOCC1 | -9 | 0% | i | 1% | ? | -2% | 5% | 1% | -8%
45 | O=C(NC(c1cccnc1)C(F)(F)F)c1cc(COc2ccc3c(c2)CCCC3)on1 (stereo not drawn) | ? | 21µM* | ? | -17% | ? | -16% | ? | -23% | ?
